Autophagy mod: modulators of autophagy | MEF GFP-LC3 puncta imaging; test concentration mostly 10 µM | actives 0.98% (n = 190,000) | AID 463193 | calls only at 10 µM (by protocol);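 active = percentage of spot-positive cells more than 3 SD above its plate mean, without a fluorescence outlier flag or 80% toxicity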;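 note: spot-positive cell cutoff set from DMSO-treated cells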
b-catenin transl: modulators of beta-catenin nuclear translocation; nuclear translocation activity, % at 5 µM; AID 1665; HeLa beta-catenin nuclear translocation, immunofluorescence imaging; actives 0.3% (n = 190,000);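 active = nuclear translocation activity above 50% at 5 µM, with a well cell count of 50 or more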;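 note: per-cell ratio of nuclear to cytoplasmic median beta-catenin stain intensity; plate controls were DMSO negative control for no effect and GSK-3 inhibitor IX positive control for full effect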
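Assay system: human HeLa cells, native beta-catenin; doses: 5 µM primary, 0.02–20 µM confirmation; incubation: compound treatment 24 h, 37°C, 5% CO2; technique: fluorescence imaging of beta-catenin antibody stain plus DAPI; measure: % activation, nuclear-to-cytoplasmic median beta-catenin signal ratio per cell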
MT stabilize HCS: microtubule stabilizers in HeLa cells; actives 0.83% (n = 200,000); AID 2205; % tubulin-high responders, % at 10 µM; HeLa tubulin immunostaining HCS, 24 h; share of cells brighter than vehicle mean+2SD;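 active = plate Z-score above 3 for both tubulin-high and condensed-nucleus cell shares, with cell loss under 80%, at 10 µM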;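 note: anti alpha tubulin signal scored within the nucleus-defined area of each cell; some results filed as inactive read as strong as hits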
Yfh1-depleted yeast: enhancers of respiration in Yfh1-depleted yeast, dose response, Friedreich's ataxia, plus single-dose screen (AID 1465); S. cerevisiae Yfh1-off respiration, WST-1 reduction, 72 h; higher fold induction means a stronger effect; fold induction at 50 µM; hits with a dose series show EC50 in µM; actives 0.074% (n = 220,000);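 active = fold induction of absorbance versus untreated yeast above a set limit, then at least 30% activation at any dose in follow-up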;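 note: activators that raise dye reduction in frataxin-depleted yeast; strong numbers were not always called active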
M17LAP inhibition: P. falciparum M17LAP inhibitors, primary screen, biochemical, fluorogenic H-Leu-NHMec substrate, 1536-well (AID 1619). one-dose inhibition, % at 30 µM; IC50 in µM for titrated hits. recombinant M17LAP, H-Leu-NHMec fluorogenic kinetic assay; higher % means a stronger effect. actives 0.38% (n = 220,000);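 active = compound inhibiting the enzyme by more than half at any dose during confirmatory dose-response retesting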;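 note: plate controls were full reaction with DMSO carrier for no effect and no enzyme background for full effect; strong numbers were not always called active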
WT yeast gro inh: growth inhibition of WT yeast, mitochondrial fusion screen; mitochondrial fusion phenotypic screen, WT strain; inhibition, % at 10 µM; actives 2.1% (n = 190,000); AID 1362; in the data active = inhibition above about 58%; tested in S. cerevisiae
P. falciparum M1AAP: P. falciparum M1AAP inhibitors, biochemical, fluorogenic H-Leu-NHMec substrate, 1536-well (AID 1445); actives 0.42% (n = 220,000); recombinant M1AAP, H-Leu-NHMec fluorogenic kinetic assay; higher % means a stronger effect; inhibition, % at 30 µM; hits with a dose series show IC50 in µM;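 active = primary inhibition above the hit cutoff, then over 50% inhibition at one or more dose response concentrations, cut at about 23% in these data, passing the limit was not always enough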;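 note: plate controls were DMSO full reaction for no effect and no enzyme background for full effect; strong numbers were not always called active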
Dynein transport: dynein cargo transport inhibition; z-score, hits read low; 3617.4 mouse cells, GR-EGFP nuclear translocation imaging; test concentration mostly 20 µM; stimulated with dexamethasone, 1 µM; active compounds read low; actives 0.47% (n = 220,000); AID 1381;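 active = plate z-score of nuclear minus cytoplasmic receptor signal below a set negative limit, without overly bright fluorescence or cell loss, cut at about -3.5 in these data, passing the limit was not always enough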;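 note: z-score of nuclear minus cytoplasmic ring GR-EGFP intensity difference per well; some compounds called inactive have numbers as strong as hits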
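Buffer or medium: tet-free, stripped-serum medium; reagent: dexamethasone at 1.0 µM final, 30 min; incubation: 48 h induction, 1 h compound, 30 min dex at 37 °C; measured by: formaldehyde fixation, Hoechst nuclear stain, 10x automated fluorescence imaging; read-out: nuclear-to-cytoplasmic GR-EGFP distribution per well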
T cell HTS: T cell immune modulation candidate; 2C CD8+ T cell-vesicle binding, flow cytometry; active compounds read low; calls only at 7 µM; actives 0.068% (n = 330,000);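 active = response, share of CD8 T cells binding vesicles, and their 90th percentile fluorescence all below set limits, cut at about 80% in these data, passing the limit was not always enough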
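incubation = binding step 1.5 h, 37 °C, antibody labelling 20 min, ice | test system = 2C mouse CD8+ T cells | read-out basis = percent CD8+ FL2 mean versus row control | controls = Peptide-free naked vesicles (low) and QL9 vesicles with 0.7% DMSO vehicle (high) | detection = flow cytometry of vesicle-bound cells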
WT yeast gro inh mutant strain: further read-out of WT yeast gro inh, marked with its call; inhibition, %; mitochondrial fusion phenotypic screen, mutant strain inhibition
Dynein transport cytoplasmic EGFP: recorded beside Dynein transport, whose call it bears; z-score; measured here: cytoplasmic GR-EGFP intensity; active compounds read high
Dynein transport nuclear GR-EGFP: second read-out of Dynein transport, no call of its own (marks repeat the call); z-score; measured here: nuclear GR-EGFP intensity;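 lower value marks the stronger effect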
Dynein transport cell count: recorded beside Dynein transport, whose call it bears; z-score; measured here: cell count per field
b-catenin transl cell count 5 µM: also measured in b-catenin transl; calls as there; cell count; measured here: cell count, cytotoxicity flag
T cell HTS vesicle-bound %: further read-out of T cell HTS, marked with its call; double positive events, %; measured here: CD8+ vesicle-bound cell fraction;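 binding gate set so that unloaded-vesicle control wells show 10% double positive cells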
MT stabilize HCS Hoechst-high %: second read-out of MT stabilize HCS, no call of its own (marks repeat the call); % Hoechst-high responders; measured here: nuclear condensation Hoechst responders;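 share of cells brighter than vehicle mean plus two SD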
MT stabilize HCS cytotoxicity %: also measured in MT stabilize HCS; calls as there; toxicity, %; measured here: cytotoxicity by cell density;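 0% = mean cell density of plate MIN control wells and 100% = no cells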
Autophagy mod cell loss 18 h: second read-out of Autophagy mod, no call of its own (marks repeat the call); toxicity, %; measured here: cell loss, nuclei count;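 cell loss after 18 h compound exposure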
* hit, by the source's call; i = inactive; nt = not tested or not shown; + = active, no number.

smiles	Autophagy mod	Autophagy mod cell loss 18 h	b-catenin transl	b-catenin transl cell count 5 µM	MT stabilize HCS	MT stabilize HCS Hoechst-high %	MT stabilize HCS cytotoxicity %	Yfh1-depleted yeast	M17LAP inhibition	WT yeast gro inh	WT yeast gro inh mutant strain	P. falciparum M1AAP	Dynein transport	Dynein transport cytoplasmic EGFP	Dynein transport nuclear GR-EGFP	Dynein transport cell count	T cell HTS	T cell HTS vesicle-bound %
CSc1nc(S(=O)(=O)c2ccccc2)c(Cl)s1	i	6	0.2	865	5.0	3.3	7.0	i	-6%	-27	-9	8%	0.74	-0.34	0.65	-0.079	i	57
CCCC(c1nnnn1Cc1cccs1)N1CCN(C)CC1 (stereo unspecified)	i	7	-0.7	1537	3.0	2.7	11	i	7%	-5	8	8%	0.19	-0.35	-0.013	0.26	i	49
Cc1ccc(C)n1NC(=O)c1ccc(Cl)cc1	i	5	0.9	1121	3.9	2.7	5.1	i	-5%	11	18	10%	0.39	-0.25	0.16	0.52	i	49
COc1ccc(C(=O)CC(=O)c2ccccc2O)cc1OC	i	11	-0.3	1475	2.4	2.1	1.0	i	7%	-4	7	2%	-0.11	-0.14	-0.19	0.33	i	67
Cc1ccc(-c2cc(C(F)F)n3ncc(C(=O)NN4CCCCC4)c3n2)cc1	i	4	0.6	1562	6.5	0.6	8.8	i	1%	-14	9	3%	0.24	-0.34	0.18	0.29	i	51
COc1cccc(/C=N/NC(=O)CSCC(=O)Nc2ccccc2)c1O	i	40	4.3	1339	1.0	0.4	12	i	15%	-3	9	14%	-0.75	-0.17	-0.51	0.23	i	14
COc1cc(/C=C/c2cc(C(F)(F)F)[nH]c(=O)n2)cc(OC)c1OC	i	19	0.8	1558	8.4	5.6	15	i	33%	7	7	1%	-2.5	0.43	-1.2	-1.5	nt	nt
CC(C)Oc1ccccc1/C=N/Nc1ccccc1[N+](=O)[O-]	i	2	0.1	948	2.3	2.7	9.0	i	-7%	20	8	8%	-0.7	-0.3	-0.69	0.75	i	47
CCCn1c(N)c(C(=O)CSc2nnc(-c3cccnc3)n2-c2ccc(C)cc2C)c(=O)[nH]c1=O	i	21	0.9	1132	7.0	1.9	1.4	i	-2%	8	0	-3%	0.74	-0.059	0.6	-0.56	i	5
CCc1ccccc1NC(=O)/C(=C/c1ccco1)c1ccccc1	i	1	nt	nt	1.2	0.8	0.1	i	-3%	59*	22*	14%	-0.12	-0.38	-0.33	0.52	i	14
Cc1ccc(-n2c(SCC3CCCCO3)nnc2-c2ccco2)cc1 (stereo unspecified)	i	2	-0.6	999	5.1	1.9	1.5	i	49%	4	3	6%	-0.17	-0.15	-0.081	-0.48	i	41
Cc1ccc(S(=O)(=O)N2CCCCC2)cc1NC(=O)COC(=O)c1ccccc1F	i	3	1.6	1102	3.7	2.6	4.4	i	-13%	-2	-26	14%	0.92	-0.27	0.9	-0.96	i	29
Cc1noc(C)c1COC(=O)CNC(=O)c1cccc(F)c1	i	12	-1.7	1061	2.2	2.0	6.6	i	2%	4	-6	1%	-0.54	-0.22	-0.34	0.66	i	24
O=C(Nc1ccc(Cl)cc1)Nc1nc(-c2ccccc2O)cs1	nt	nt	-0.5	1429	nt	nt	nt	i	5%	nt	nt	0%	1.5	-0.18	1.5	-1.6	i	30
N#Cc1c(-c2ccncc2)c2c([nH]c1=S)CCCC2	i	11	-1.1	902	3.1	1.7	8.7	i	-5%	-2	-9	1%	-0.77	-0.028	0.1	1.1	i	40
O=[N+]([O-])c1ccccc1-c1ccc(C(=S)N2CCN(c3ccccc3)CC2)o1	nt	nt	0.2	1294	nt	nt	nt	i	11%	nt	nt	8%	-0.42	-0.26	-0.27	0.84	i	26
CC(=O)c1ccc(C)cc1OC(=O)c1cccc(F)c1	i	15	-2.6	1089	5.5	2.1	9.7	i	7%	3	-12	8%	-0.6	-0.16	-0.52	0.57	i	58
O=C(CN(c1ccccc1)S(=O)(=O)c1ccc(Cl)cc1)Nc1ccccc1C(=O)N1CCCC1	i	1	0.8	1291	0.9	1.0	19	i	5%	17	-1	6%	2	-0.14	0.89	-0.37	i	7
COC(=O)c1ccccc1NC(=O)C1CC(=O)N(c2ccc(C)cc2)C1 (stereo unspecified)	i	-3	2.5	1177	6.7	3.8	3.9	i	5%	-2	7	2%	-0.65	0.12	-0.069	0.66	i	14
CC1CCCN(Cc2cccc(Oc3ccccc3)c2)C1 (stereo unspecified)	i	-2	1.6	1295	4.3	2.0	6.3	i	9%	1	1	13%	0.12	-0.15	-0.56	-0.69	i	52
COc1ccc(-c2noc(CN3CCOCC3)n2)cc1OC	i	2	nt	nt	1.9	2.0	23	i	4%	8	3	1%	-0.5	-0.25	-0.35	-0.23	i	46
Cc1cc(C)c2nc(N3CCC(C(=O)NCc4cccnc4)CC3)sc2c1	i	7	2.1	1100	2.0	2.1	6.0	i	6%	24	3	-2%	0.58	-0.18	0.54	-0.87	i	47
O=C1CSC(=S)N1CC1CCCO1 (stereo unspecified)	i	6	-0.4	972	5.7	1.9	0.3	i	6%	-7	8	-1%	0.11	-0.33	-0.0099	0.27	i	6
CN(C(=O)CSC1=NC2C(N=N1)c1cc(Br)ccc1N2C)C1CCCCC1 (stereo unspecified)	i	-3	2.7	1516	1.9	1.8	8.9	i	-10%	-5	1	-5%	0.16	-0.14	0.0039	-1.4	i	26
CCc1ccc2c(c1)C1(NN=C(c3ccccc3)S1)C(=O)N2 (stereo unspecified)	+	40*	2.0	935	2.1	1.0	4.7	i	4%	39	-10	-9%	0.77	-0.21	0.33	-0.46	i	11
Cc1nc(C)c(NC(=O)OC(C)C)cc1NC(=O)OC(C)C	i	18	-1.5	1077	3.1	1.3	11	i	17%	-20	-7	4%	-1.1	-0.17	-0.69	0.14	i	55
O=C(CCn1c(=S)oc2ccccc21)Nc1ccccc1F	i	-1	nt	nt	2.0	2.0	2.1	i	15%	-2	6	0%	0.075	-0.31	-0.052	0.76	i	56
CCCc1[nH]n(-c2nc3ccccc3s2)c(=O)c1C=NCCCN(CC)CC	i	2	-2.9	1008	1.4	1.4	5.4	i	-2%	5	-4	4%	0.077	-0.34	-0.091	0.62	i	31
O=C(Nc1cccc2nsnc12)c1ccc(F)cc1	i	-3	1.1	1138	5.3	2.9	13	i	1%	7	14	0%	-0.14	-0.21	-0.17	0.43	i	58
Cc1ccc(S(=O)(=O)NCC(=O)N(CC(=O)NCc2ccco2)Cc2ccc3c(c2)OCO3)cc1	i	1	-4.6	797	2.2	2.3	12	i	2%	-28	5	-7%	-0.78	-0.19	-0.35	0.67	i	43
O=c1c2c3c(sc2nc2n1CCCCC2)CCCC3	i	25	-1.5	679	4.6	3.1	2.8	i	-10%	7	4	-8%	-1.5	-0.17	-0.44	0.33	i	65
Cc1ccc(OCCCCn2cnc3ccccc32)c(C)c1	i	4	nt	nt	0.9	1.7	6.3	i	7%	50	64	0%	0.37	-0.11	0.25	0.11	i	32
CCOc1c(Br)cc(C(N)=O)cc1OCc1ccccc1	i	0	0.9	506	9.8	2.7	2.5	i	7%	12	6	7%	-0.77	-0.3	-0.35	0.21	i	38
C/C=C\C=C/C(=O)Nc1cccc(C2=NOC3(C2)C[C@@H](C(N)=O)N(C(=O)[C@H]2CCC(=O)N2)C3)c1 (stereo partly specified)	nt	nt	-1.9	1118	nt	nt	nt	i	10%	nt	nt	7%	0.043	-0.77	0.17	-0.39	i	17
Nc1nc(-c2ccccc2)cn1N	i	11	-3.3	788	3.7	1.7	8.3	i	10%	10	10	-6%	0.84	-0.2	0.74	-0.036	i	24
Cc1ccc(NC(=O)c2cc([N+](=O)[O-])ccc2N2CCOCC2)cc1S(=O)(=O)N(C)C	nt	nt	-3.2	1243	nt	nt	nt	i	4%	nt	nt	2%	0.38	-0.26	0.058	-0.27	i	36
O=C(CSc1nnc(-c2ccncc2)o1)N1CCc2ccccc2C1	i	-14	-1.2	1105	2.1	1.8	6.8	i	6%	-12	-16	1%	0.13	0.017	0.15	-0.25	i	55
N=C1C2=C3Sc4ccccc4N3CCCC2=NN1c1cccc(S(=O)(=O)O)c1	nt	nt	-0.1	1289	nt	nt	nt	i	10%	nt	nt	9%	0.42	-0.25	0.12	-0.13	i	19

Screens (PubChem)
